# TSHR antag: blocks TSH signaling through the human TSH receptor | P16473 | TSHR-expressing cells, TSH-stimulated cAMP HTRF, 2 h; stronger effect = lower value | activity change, negative = inhibition, % at 11.5 µM | hit rate 0.2% among 330,000;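 active means activity change below a set negative limit, meaning inhibition stronger than a set level, cut at about -70% in these data; inconclusive means activity change between two set negative limits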; further: on the % scale 0 is the no-effect control and ±100 the full control effect
#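 Cell-based HTRF cAMP assay; TSHR cells + compound, TSH EC80 (4nM final), 2 h, 37 deg C. Lysis with anti-cAMP cryptate and cAMP-d2, 30 min RT, read 665/620 nm.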
# Eya2 phos inh: inhibitors of human Eya2 phosphatase activity | O00167 | recombinant Eya2, OMFP fluorescence dephosphorylation (OMFP is methylfluorescein phosphate) | Potency, µM (series often up to 76.9 µM), without a hit: at the highest dose activity, negative = inhibition, actives largely listed as inhibitors | hit rate 0.006% among 330,000; further: potency means the concentration at half of the fitted maximal effect; on the % scale 0 is the no-effect control and ±100 the full control effect
# Target sequence (O00167 whole entry, looked up): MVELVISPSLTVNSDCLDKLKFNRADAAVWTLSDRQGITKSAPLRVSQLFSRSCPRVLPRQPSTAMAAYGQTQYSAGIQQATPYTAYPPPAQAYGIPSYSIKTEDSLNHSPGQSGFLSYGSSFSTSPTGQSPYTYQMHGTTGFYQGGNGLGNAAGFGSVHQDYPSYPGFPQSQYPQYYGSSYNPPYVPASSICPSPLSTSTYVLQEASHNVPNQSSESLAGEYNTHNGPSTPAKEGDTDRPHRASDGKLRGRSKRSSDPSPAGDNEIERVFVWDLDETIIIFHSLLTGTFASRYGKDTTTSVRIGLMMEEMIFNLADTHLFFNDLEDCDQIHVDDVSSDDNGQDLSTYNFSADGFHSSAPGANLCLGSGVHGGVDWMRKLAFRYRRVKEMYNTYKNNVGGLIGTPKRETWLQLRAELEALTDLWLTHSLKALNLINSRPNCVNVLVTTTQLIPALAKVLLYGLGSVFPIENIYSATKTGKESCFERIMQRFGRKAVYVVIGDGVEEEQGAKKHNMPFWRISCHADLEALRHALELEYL
#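 Eya2 (0.2 uM) preincubated 10 min at ambient with compound, then OMFP substrate added at 50 uM; 10 min reaction in 50 mM HEPES pH 7.5, 50 mM NaCl, 5 uM MgCl2, 0.05% BSA, 1 mM DTT. Fluorescence read at Ex 485/Em 525 nm.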
# PTAP TSG101 blk: blocks PTAP/TSG101 interaction to inhibit HIV-1 budding. 340,000 tested, under 10 active. Potency, µM (series often up to 115 µM), without a hit: at the top dose activity change, negative = inhibition, actives largely listed as inhibitors. Fluorescence polarization, FITC-PTAP peptide / Tsg101 binding; active means well fitted inhibition curve with a large enough effect in the main read-out, with a control signal flat, not every such curve was filed as active; inconclusive means small, poorly fitted or top-dose-only effect, or effect the other way, or a change in a side signal; inactive means no such curve, though single readings can be large or run the other way; further: potency means the concentration at half of the fitted maximal effect; % of control where 0% means no effect
#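 Tsg101 binding domain (10 uM final) was mixed with compound and a FITC-labeled PTAP peptide (50 nM final) in HEPES pH 7.5 buffer with NaCl, Tween 20, EDTA and TCEP; fluorescence polarization was read after 20 min at r.t.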
# Chronic BCR inh: blocks chronic active B-cell receptor signaling. Potency, µM (top dose mostly 46.1 µM), for inactives: at the top dose ratio change, negative = lower green/red ratio, usual class: inhibitors. ABC-DLBCL IkBa-CBG/CBR reporter, luminescence ratio, 4 h. hit rate 0.05% among 340,000; active means well fitted inhibition curve with a large enough effect in the signal ratio, with a control signal flat, not every such curve was filed as active; inconclusive means small, poorly fitted or top-dose-only effect, or effect the other way, or a change in a side signal; the % refers to the signal ratio;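 further: potency means the concentration at half of the fitted maximal effect; plate controls were basal doxycycline-induced cells for no effect and cells given 10 µM MG132 for full effect; MG132 reads +100%, hits lower the ratio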
#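 TMD8 human ABC-DLBCL cells with doxycycline-inducible IκBα–green luciferase fusion and unfused red luciferase, in 0.5% FBS medium; compounds up to 46 uM, 4 h at 37C. Green/red luminescence ratio, filter-overlap corrected, fitted to concentration-response curves.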
# Tb PFK block: inhibitors of T. brucei phosphofructokinase; O15648; T. brucei PFK, ADP-Glo luminescence; Potency, µM (doses to about 57.5 µM), for inactives: at the top dose activity, negative = inhibition, usual class: inhibitors; hit rate 0.17% among 330,000; AID 485367;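 further: potency means the concentration at half of the fitted maximal effect; 0% = uninhibited 1x PFK enzyme wells and -100% = no-enzyme wells; nearly all actives have a fitted effect of over 60% in size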
# Target sequence (O15648 whole entry, looked up): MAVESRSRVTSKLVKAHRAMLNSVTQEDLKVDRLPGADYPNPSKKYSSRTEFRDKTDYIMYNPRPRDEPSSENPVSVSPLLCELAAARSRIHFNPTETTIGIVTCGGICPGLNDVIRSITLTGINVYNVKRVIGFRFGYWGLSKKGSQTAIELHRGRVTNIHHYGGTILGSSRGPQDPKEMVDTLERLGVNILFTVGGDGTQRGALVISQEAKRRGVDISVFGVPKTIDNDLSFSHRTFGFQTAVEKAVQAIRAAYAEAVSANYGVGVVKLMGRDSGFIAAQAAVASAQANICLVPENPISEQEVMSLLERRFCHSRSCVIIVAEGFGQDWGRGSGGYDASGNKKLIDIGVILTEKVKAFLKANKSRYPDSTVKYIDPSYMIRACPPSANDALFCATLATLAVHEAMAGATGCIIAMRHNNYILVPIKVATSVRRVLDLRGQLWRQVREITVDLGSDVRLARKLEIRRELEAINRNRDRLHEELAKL
#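 Activity is normalized to no-enzyme wells (full inhibition) and 1.25 nM enzyme wells (no inhibition). Reaction: 0.5 mM F6P, 0.1 mM ATP, 45 min RT, ADP-Glo luminescence; concentration-response curves fitted and classed by quality.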
# uPA surface inh: blocks generation of uPA at the cell surface; cell surface uPA generation assay, qHTS; Potency, µM (series often up to 38.3 µM), without a hit: top-dose activity change, negative = inhibition, hits mostly inhibitors; hit rate 0.31% among 330,000; active means well fitted inhibition curve with a large enough effect; inconclusive means small, poorly fitted or top-dose-only effect; inactive means no such curve, though single readings can be large or run the other way; tested in mouse RAW 264.7 cells; further: potency means the concentration at half of the fitted maximal effect; on the % scale 0 is the no-effect control and ±100 the full control effect; nearly all actives have a fitted effect of over 55% in size
# ELG1 DNA repair: ELG1-dependent DNA repair inhibition | HEK293T ELG1-luciferase reporter, luminescence, 16 h; DNA damage induced by 5-fluorouridine | Potency, µM (series often up to 46.1 µM), for inactives: top-dose activity change, negative = inhibition, usual class: inhibitors | hit rate 2.3% among 330,000; further: potency means the concentration at half of the fitted maximal effect; on the % scale 0 is the no-effect control and ±100 the full control effect; nearly all actives have a fitted effect of over 55% in size
#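 HEK293T cells expressing luciferase-tagged ELG1 (2,000/well) received 5-Fluorouridine plus compound or DMSO for 16 hr at 37 °C. Luciferase was read by ONE-Glo luminescence after 30 min at room temperature.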
# B2AR arrestin: recruits beta-arrestin to the human beta2-adrenergic receptor. beta-arrestin recruitment to beta2AR, cell-based reporter. Potency, µM (titrated, usually from 46.1 µM), inactives show top-dose activation, hits mostly activators. hit rate 0.02% among 330,000;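 further: potency means the concentration at half of the fitted maximal effect; 0% = DMSO controls and full agonism = EC100 isoproterenol or metaproterenol; nearly all actives have a fitted effect of over 65% in size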
# Mito fusion act: blocks mitochondrial division or promotes mitochondrial fusion | AID 485298 | S. cerevisiae fusion-defective mutant growth rescue, CellTiterGlo 48 h | Potency, µM (titrated, usually from 46.1 µM), for the others: top-dose growth rescue (activation), actives largely listed as activators | hit rate 0.23% among 320,000;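 further: potency means the concentration at half of the fitted maximal effect; % of control where 0% means no effect; nearly all actives have a fitted effect of over 45% in size; temperature-sensitive fusion mutants such as fzo1-1 at 37 °C on non-fermentable ethanol glycerol medium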
#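 Read-out: ATP-based luminescence (CellTiterGlo, 10 min ambient) reporting growth of fusion-defective ts yeast after 48 hours at 37C on glycerol/ethanol YPEG medium in the presence of compound.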
# TCR activator: T cell receptor activation | primary human leukocytes, anti-CD3, IL-2 HTRF, 48 h | Potency, µM (titrated, usually from 9.22 µM), for the others: at the highest dose activation of IL-2 secretion, usual class: activators | 330,000 tested, under 10 active; further: % of control where 0% means no effect
#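 Human primary leukocytes + a-CD3 beads + cpd, 48 hr; IL-2 in supernatant by HTRF (ex 320nm / em 665nm). No co-stimulatory signal supplied.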
# USP2a block: USP2a (human) protease inhibition; O75604; USP2 core, Ub-CHOP2 coupled fluorogenic reporter, 485/531; Potency, µM (doses to about 38.3 µM), for the others: at the highest dose activity change, negative = inhibition, most hits filed as inhibitors; hit rate 0.01% among 330,000; AID 463254;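 further: potency means the concentration at half of the fitted maximal effect; plate controls were DMSO wells for no effect and full inhibition by NEM control for full effect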
#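 Deubiquitinase activity read as fluorescence (485/531 nm) after Ub-CHOP2 cleavage activates the enterokinase reporter on its substrate; USP2 core 10nM, Ub-CHOP2 and substrate 25nM each, 30min compound preincubation then 60min RT; data normalized to NEM, curves fitted.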
# * marks the source's active call; other numbers are inactive results; ? = inconclusive; nt = no result given; [ ] = remark or other dose. Unless noted, the call rests on the fitted dose curve; in most records, active means well fitted curve in the direction sought with a large enough effect; inconclusive means small, poorly fitted or top-dose-only effect, or another doubt; inactive means no such curve, though single readings can be large; an effect the other way counts as inactive or inconclusive.
SMILES,TSHR antag,Eya2 phos inh,PTAP TSG101 blk,Chronic BCR inh,Tb PFK block,uPA surface inh,ELG1 DNA repair,B2AR arrestin,Mito fusion act,TCR activator,USP2a block
COC(=O)c1cccc(Nc2ccc([N+](=O)[O-])cn2)c1,-7.1,5.0%,-2.8%,?,-2.4%,nt,-1.9%,-0.5%,-1.5%,-19.8%,0.8%
NNC(=S)NCc1ccco1,-4.6,-24.9%,-1.1%,?,0.3%,-5.4%,5.2%,?,-4.9%,-9.2%,-0.5%
Cc1nnc(NC(=O)COc2ccc3c(C)cc(=O)oc3c2)s1,-9.1,-8.7%,0.9%,?,?,2.6%,-6.6%,-0.3%,4.8%,10.3%,4.1%
Cc1onc(-c2ccccc2)c1C(=O)NCc1ccccn1,2.3,-11.6%,-5.6%,-1.7%,-2.2%,1.3%,-2.6%,0.0%,2.1%,4.3%,-0.8%
CN(C)c1ccc(/C=N/NC2=NS(=O)(=O)c3ccccc32)cc1,-5.1,-29.1%,-5.0%,0.3%,9.3%,-0.5%,20.1%,0.2%,-11.8%,0.3%,1.5%
Cc1ccnc2nc(C(=O)OCC(=O)NCCc3ccc(Cl)cc3)nn12,-9.6,-5.3%,-7.8%,?,1.8%,5.0%,2.5%,7.9%,-1.6%,4.5%[46.1 µM],4.1%
O=C(N/N=C/c1cccc([N+](=O)[O-])c1)c1cc(-c2ccccc2)nc2ccccc12,1.2,0.0%,1.4%,0.5%,-1.8%,4.5%,-24.9%,-0.7%,-6.4%,4.3%,3.1%
Cc1cc(OC(=O)c2ccccc2Br)c([N+](=O)[O-])c(=O)[nH]1,5.2,-2.4%,-4.6%,1.1%,0.7%,-2.3%,10.4%,0.2%,0.2%,11.1%,0.7%
CCOc1ccc(OCC(=O)NCCS(=O)(=O)N2CCN(c3ccc(F)cc3)CC2)cc1,-1.3,9.5%,-1.0%,-0.8%,-10.8%,-12.4%,-28.8%,-0.1%,-3.9%,1.7%,0.6%
CCOc1ccc(NC(=O)c2cccc(NC3=NC4CS(=O)(=O)CC4S3)c2)cc1 (configuration not stated),-1.2,-9.6%,0.6%,-17.0%,2.4%,-8.0%,26.9%,-0.5%,-0.8%,1.8%,0.9%
COc1cccc(CNC(=O)CNC(=O)c2cccs2)c1,1.9,-3.5%,1.3%,-0.2%,-3.0%,6.3%,?,0.2%,-7.7%,-3.8%,4.1%
CC(=O)c1cccc(N(C(=O)c2ccccn2)C(C(=O)NC2CCCCC2)c2ccccc2)c1 (configuration not stated),-20.9,-17.1%,0.1%,1.3%,-15.9%,6.2%,1.5%,-0.6%,-9.5%,1.4%,-3.0%
Cc1ccc(C(=O)Nc2ccccc2C(=O)NCc2cccnc2)cc1,0.1,-28.4%,-1.0%,2.0%,1.0%,2.5%,2.5%,-0.4%,1.4%,4.0%,2.4%
CCOC(=O)c1cnc2cc(-c3ccc(C)cc3)nn2c1-c1ccccc1,8.5,-15.0%,-1.2%,1.1%,-1.2%,-1.1%,-0.9%,-0.4%,0.8%,3.6%,3.8%
COC(=O)c1nnn(-c2nonc2N)c1CN1CCc2ccccc21,-6.4,4.7%,-2.1%,-0.6%,-1.8%,-14.3%,?,-0.7%,8.0%,0.1%,-1.5%
COc1ccc(CC(=O)N2N=C(C)CC2(O)c2cccnc2)cc1OC (configuration not stated),8.0,5.7%,-2.8%,0.1%,-0.1%,14.0%,2.8%,0.0%,0.1%,-1.6%[46.1 µM],6.3%
O=S(=O)(c1ccccc1)c1nc(-c2cccs2)oc1NCC1CCCO1 (configuration not stated),-0.1,1.7%,-15.7%,2.3%,-1.0%,-2.6%,-2.6%,0.2%,5.8%,-12.9%,0.0%
O=C(c1ccc2c(c1)OCO2)N(c1ccc(F)cc1)C1C=CS(=O)(=O)C1 (configuration not stated),10.6,13.7%,-7.1%,-1.9%,6.2%[0.46 µM],7.3%,2.5%,-0.1%,-1.4%,2.3%,8.3%
COCCCn1c(=NC(C)=O)c(C#N)cc2c(=O)n3cccc(C)c3nc21,-9.4,9.4%,-1.6%,0.0%,?,-2.0%,-10.9%,0.1%,-2.5%,-0.5%,-0.7%
CCOc1ccc(NC(=O)CSC2=NCCN2)cc1,-0.3,3.6%,-3.7%,-10.8%,10.3%,-3.2%,-5.0%,-0.5%,0.1%,0.5%[46.1 µM],0.9%
CCN(CC(=O)Nc1cc(Cl)ccc1C)C(=O)CN1C(=O)NC2(CCCC2)C1=O,-2.7,-23.9%,1.0%,5.7%,-6.3%,-1.0%,3.3%,1.0%,2.6%,-6.4%,3.1%
Cc1cccc(-n2c(Cc3ccccc3)nnc2SCC(=O)N2CCOCC2)c1,13.5,1.4%[15.4 µM],-0.2%,0.3%,0.0%,-2.4%,-2.7%,-0.1%,-1.6%,-4.7%,-8.6%
CCC1(c2ccc(F)cc2)NC(=O)N(CC(=O)N2CCN(C(=O)c3cccs3)CC2)C1=O (configuration not stated),13.6,23.9%,0.7%,-12.6%,-8.4%,12.8%,-8.1%,-0.1%,-4.9%,2.3%,1.2%
CC(=O)c1cccc(NC(=O)c2cccc3ccccc23)c1,2.0,0.6%,-0.9%,-7.8%,0.1%,-19.8%,20.0%,-0.4%,-4.6%,2.9%,1.0%
CCOC(=O)/C(=C\c1ccc(OC)c(OC)c1)C(=O)c1cccnc1,-2.6,-23.4%,0.3%,?,-0.3%,-0.2%,?,0.2%,-1.0%,-9.7%,-1.4%
O=C(NCC1CCCO1)c1ccc(NS(=O)(=O)c2cccc([N+](=O)[O-])c2)cc1 (configuration not stated),3.9,-6.8%,-5.0%,0.4%,8.0%,-2.2%,3.3%,0.0%,7.0%,0.7%,0.3%
CCCCNC(=S)N(C)/N=C/c1ccccc1F,-2.1,-0.2%,-3.3%,12.5%,-0.9%,-1.8%,6.5%,-1.1%,-1.7%,-4.2%[46.1 µM],3.3%
CC(C)NC(=O)Nc1cccc2c1O[C@H](CN(C)S(C)(=O)=O)[C@@H](C)CN([C@H](C)CO)C2=O,-5.4,5.5%,-0.6%,2.2%,-10.6%,4.9%,0.0%,-1.1%,nt,0.1%,0.6%
CCC(C)n1c(=O)c(C(=O)Nc2ccccc2S(N)(=O)=O)c(O)c2ccccc21 (configuration not stated),1.2,19.0%,-1.9%,-3.6%,0.5%,-14.6%,?,-0.5%,12.3%,-1.7%,-12.0%
CSc1ccc(CN(C)C(=O)c2cc(S(=O)(=O)NCc3ccccc3)ccc2C)cc1,-9.5,-24.0%,0.6%,3.9%,5.5%,-6.6%,?,0.3%,?,-14.5%,-0.1%
Nc1ccccc1-c1nnc(SCc2ccccc2F)[nH]c1=O,-12.3,-9.0%,-5.7%,-26.3%,0.2%,6.1%,3.5%,0.1%,18.9%,6.3%,-1.2%
CCC(C(=O)Nc1cccc(S(=O)(=O)N(C)c2ccccc2)c1)c1ccccc1 (configuration not stated),-17.3,-5.1%,0.1%,-9.3%,-1.6%,-4.0%,?,0.1%,27.0%,2.1%,0.8%
O=C(COC(=O)c1ccc(F)cc1F)NC(=O)Nc1ccc2c(c1)OCCO2,24.2,-5.0%,-0.3%,?,-4.6%,?,?,-0.2%,1.6%,0.7%,-7.8%
Cc1noc(C)c1COc1ccccc1C(=O)Nc1cccc(S(=O)(=O)N(C)C)c1,-1.3,-18.0%,-0.4%,-6.8%,-2.9%,2.0%,0.4%,0.1%,-3.5%,3.2%,8.9%
CC(=O)Nc1cccc(C(=O)Nc2ccccc2N2CCOCC2)c1,8.3,5.9%,-1.2%,?,1.5%,nt,?,-0.1%,0.0%,-2.6%,0.4%
O=C(Nc1ccc2c(c1)OCO2)c1cc2nc(C3CC3)cc(C(F)(F)F)n2n1,4.9,-12.0%,-5.3%,?,-3.0%,nt,21.6%,-0.5%,-1.1%,-5.9%,0.1%
CCOc1ccc(S(=O)(=O)NCc2cccnc2)c2ccccc12,34.4,-18.2%,-0.2%,-0.4%,-3.2%,-2.1%,-23.1%,0.6%,8.0%,-3.8%,0.3%
COc1cccc(/C=C2\C=C(c3ccc(C)cc3)OC2=O)c1OC(C)=O,-7.3,1.8%,-1.9%,-4.7%,0.1%,-3.6%,?,-0.1%,-15.0%,3.7%,7.7%
Cc1occc(=O)c1OCc1ccc(F)cc1,-7.2,2.1%,-0.8%,-0.1%,-1.9%,?,0.0%,0.2%,-1.3%,-3.7%,1.0%
